# Compound activity deposited in PubChem BioAssay by The Scripps Research Institute Molecular Screening Center.
# TEAD-YAP inh: TEAD-YAP interaction inhibition | inhibition, % at 9.12 µM | 640,000 tested, 1.4% active | HEK-TIYL cells, TEAD-Gal4/YAP UAS-luciferase luminescence; in the data active = inhibition above about 32%;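 also: 0% = median of test compound wells and 100% = reference inhibitor wells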
# FBW7 activator: human FBW7 E3 ligase activation, primary screen. Q969H0. AlphaScreen FBW7–phospho-cyclin E peptide binding, activator screen. normalized activity (activation), % at 26.1 µM. 650,000 tested, 0.13% active. AID 1259310; in the data active = normalized activity above about 1.9%;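 also: purified mutant Fbw7 with reduced substrate affinity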
# GPR151 ag: human GPR151 activation; Q8TDV0; PathHunter beta-arrestin GPR151 cells, luminescence; activation, % at 11.2 µM; 650,000 tested, 1% active; AID 1508602; in the data active = activation above about 4.9%;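 also: 0% = median of compound wells and 100% = cells with positive control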
# Target sequence (Q8TDV0 whole entry, looked up): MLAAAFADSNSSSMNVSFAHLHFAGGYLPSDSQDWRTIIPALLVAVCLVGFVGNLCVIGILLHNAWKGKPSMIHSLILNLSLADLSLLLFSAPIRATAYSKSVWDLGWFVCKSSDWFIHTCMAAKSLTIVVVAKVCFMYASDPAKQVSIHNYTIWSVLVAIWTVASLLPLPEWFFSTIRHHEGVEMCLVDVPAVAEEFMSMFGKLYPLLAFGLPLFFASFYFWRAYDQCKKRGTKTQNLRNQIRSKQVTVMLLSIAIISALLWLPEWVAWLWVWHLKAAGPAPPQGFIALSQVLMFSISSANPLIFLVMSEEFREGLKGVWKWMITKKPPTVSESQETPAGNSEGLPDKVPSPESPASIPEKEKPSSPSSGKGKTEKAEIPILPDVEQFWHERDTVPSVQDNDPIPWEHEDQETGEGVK
# MITF primary: blocks human microphthalmia-associated transcription factor | O75030 | AlphaScreen MITF homodimerization, bead proximity signal | inhibition, % at 2.6 µM | 650,000 tested, 0.91% active | AID 1259374; in the data active = inhibition above about 50%;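 also: 0% = vehicle wells with protein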
# * hit, by the source's call; & = joins results of further samples.
# The first seven entries, ahead of the listing:
# Fields – TEAD-YAP inh, FBW7 activator, GPR151 ag, MITF primary
Cc1noc(C)c1-c1cccc(C(=O)NCc2ccccc2)n1
  -10, 0.0, 0.3, 2
CCOc1ccc(OCCC(=O)OCc2ccc([N+](=O)[O-])cc2)cc1
  -3, 0.1, -2.4, 9
COc1ccc(CNC(=O)c2c[nH]c3ccc(S(=O)(=O)N4CCc5ccccc5C4)cc3c2=O)cc1
  -3, -0.2, 0.7, 2
Cc1noc(C)c1-c1nc(Nc2ccccc2)c2ncn(-c3ccccc3)c2n1
  -80, 0.0, -0.9, 4
COC(=O)c1ccc(N2C(=O)c3ccc(C(=O)Nc4ccccc4C)cc3C2=O)cc1
  1, -0.1, -0.7, 2
Cc1cc2nc(CN(C)C(=O)CCc3nnc(-c4ccccc4)o3)[nH]c2cc1C
  5, 0.2, 0.8, 9
O=C1C2C3C=CC(CO)(O3)C2C(=O)N1c1ccc(Cl)c(C(F)(F)F)c1 (centres undefined)
  10, 0.4, -0.4, 13

# All compounds of this part, repeating the preview:
# Fields – TEAD-YAP inh, FBW7 activator, GPR151 ag, MITF primary
Cc1noc(C)c1-c1cccc(C(=O)NCc2ccccc2)n1
  -10, 0.0, 0.3, 2
CCOc1ccc(OCCC(=O)OCc2ccc([N+](=O)[O-])cc2)cc1
  -3, 0.1, -2.4, 9
COc1ccc(CNC(=O)c2c[nH]c3ccc(S(=O)(=O)N4CCc5ccccc5C4)cc3c2=O)cc1
  -3, -0.2, 0.7, 2
Cc1noc(C)c1-c1nc(Nc2ccccc2)c2ncn(-c3ccccc3)c2n1
  -80, 0.0, -0.9, 4
COC(=O)c1ccc(N2C(=O)c3ccc(C(=O)Nc4ccccc4C)cc3C2=O)cc1
  1, -0.1, -0.7, 2
Cc1cc2nc(CN(C)C(=O)CCc3nnc(-c4ccccc4)o3)[nH]c2cc1C
  5, 0.2, 0.8, 9
O=C1C2C3C=CC(CO)(O3)C2C(=O)N1c1ccc(Cl)c(C(F)(F)F)c1 (centres undefined)
  10, 0.4, -0.4, 13
CCOC(=O)c1ccc(N2NC(=O)/C(=C/c3ccc(O)cc3)C2=O)cc1
  -2, 0.1, -1.0, 15
CCn1c(NCc2ccco2)nc2ccccc21
  -3, 0.5, 1.1, 16
Cc1ccc2c(c1)cc1c(=O)n(CC(=O)Nc3ccc(C)c(F)c3)ncn12
  0, 0.0, -0.1, 4
Cc1cccc(NCc2ccc(Br)cc2)n1
  -22, -0.2, -0.4, -21
CSc1ncc(F)c(N(CCO)CCO)n1
  8, 0.2, 1.1, 7
COc1ccc(CN2CCN(Cc3ccc(F)cc3)C(CCO)C2)cc1OC (centres undefined)
  -3, -0.1, -0.5, 10
COCc1c(C#N)c(Nc2cccc(C(F)(F)F)c2)nc(C)c1[N+](=O)[O-]
  1, -0.1, 0.4, 4
CN(C)C(=O)c1ccc(-c2nnc(Nc3ccccc3O)c3ccccc23)cc1
  5, 0.1, -0.4, -6
CCCCOc1ccc(/C=N/Nc2nc(C)cc(=O)[nH]2)cc1
  12, -0.1, -0.4, 2
CCOC(=O)C1=C(N)N(c2cccc([N+](=O)[O-])c2)C2=C(C(=O)CCC2)C1c1ccc(Br)cc1 (centres undefined)
  -10, -0.2, -0.9, -9
COc1ccc(Br)cc1/C=C1\Oc2ccccc2NC1=O
  1, 0.8, -2.2, 19
COC(=O)c1ccc(/C=C(\C#N)C(=O)Nc2ccc([N+](=O)[O-])cc2Cl)cc1
  3, 0.1, 3.0, -13
O=C(CCn1nnc2ccccc21)OCC(=O)c1ccc(Br)cc1
  7, 0.0, 0.6, 0
CCCCCOc1ccc(CSc2nncn2N)cc1
  -79, 1.5, 0.7, 2
CCCn1c(-c2ccccc2)cn2c3c(=O)n(C)c(=O)n(C)c3nc12
  26, 0.0, 0.6, 17
Cc1cccc(NC(=O)CN(C)S(=O)(=O)c2ccc3ccccc3c2)c1C
  2, 0.2, -0.7, 6
COc1cccc(C2(O)CCN(C(=O)Cc3cccnc3)CC2)c1
  -17, -0.2, 0.9, -16
O=C(CSc1ccsc1[N+](=O)[O-])N1CCCCCC1
  -8, -0.1, 1.1, 9
COc1cc(C=O)ccc1Oc1cc(Cl)nnc1Cl
  14, 0.0, -0.7, -4
CC(C)CNS(=O)(=O)c1cc2c3c(c1)CC(=O)N3CCC2
  9, -0.1, 0.4, 1
CC(=O)c1ccc(OCCCC(=O)Nc2cc(Cl)ccc2N2CCOCC2)cc1
  -12, 0.0, -1.2, 3
COc1ccc(CC2(CCC(=O)N3CCC4(C=Cc5ccccc54)CC3)CCC(=O)N2)cc1 (centres undefined)
  7, 0.1, -0.9, 1
O=C(Cc1c(F)cccc1Cl)NCC1CCC2(CCN(C(=O)c3ccncc3)CC2)O1 (centres undefined)
  2, 0.9, -1.0, 12

# (continued)
# Fields – TEAD-YAP inh, FBW7 activator, GPR151 ag, MITF primary
COC(=O)C1=C(C)NC(C)=C(C(=O)OC)C1c1ccc(Cl)cc1
  9, 0.0, 0.0, 4
Cc1ccc(C(CNC(=O)c2cnc3ccccc3n2)N2CCOCC2)cc1 (centres undefined)
  -8, -0.1, 0.1, 8
Cc1cc(OCCCNCCO)ccc1Cl
  3, 0.2, -3.7, 12
CC(=O)c1ccc(N2CCN(S(=O)(=O)c3ccc(Cl)c(C(F)(F)F)c3)CC2)cc1
  -8, 0.1, 2.6, 5
Cc1ccc(-c2nnc(-c3cc(C(=O)NN)c(C)nc3C)o2)cc1
  0, 0.5, -1.1, -11
COc1cccc(C2CC(=O)NC3=C2C(=O)CC(C)(C)C3)c1 (centres undefined)
  -6, -0.1, 0.0, -1
O=[N+]([O-])c1cc(C(F)(F)F)ccc1N1CCN(S(=O)(=O)Cc2ccccc2)CC1
  -3, 0.8, 0.8, 16
Nc1nc(Oc2ccc(F)cc2)c(I)c(=O)[nH]1
  6, 0.1, -0.5, -5
Cc1ccc(-c2ccc3c(c2)CC(CNC(=O)C(C)(C)C)O3)nc1 (centres undefined)
  17, 0.6, 0.8, -2
O=C(OCc1c(Cl)cccc1Cl)c1ccco1
  -3, 0.0, 0.7, 5
COc1ccccc1-c1nc2sc3c(c2c(=O)o1)CCCC3
  68*, 0.2, 2.7, -3
CCN(CC)S(=O)(=O)c1cccc(N=C2N=C(N)c3ccccc32)c1
  1, 0.4, 3.1, -8
O=C(/C=C/c1ccccc1[N+](=O)[O-])NCc1ccc2c(c1)OCO2
  -18, 0.5, -0.5, 12
Cc1[nH]c2ccc(C(=O)OCC(=O)Nc3c(C)n(C)n(-c4ccccc4)c3=O)cc2c1C
  3, 0.2, -2.7, 13
CC(C)C(=O)c1cc2cc3c4c(c2oc1=O)CCCN4CCC3
  -15, 0.9, 1.1, -30
COc1cccc(NC(=S)NCc2cccn2C)c1
  2, -0.1, 0.3, 4
CCOC(=O)c1c(C)n(-c2ccccc2OC)c2c1cc(OC)c1ccccc12
  12, -0.1, -1.3, 9
Cn1c(=O)[nH]c(=O)c2c1nc(NN)n2C(O)CCOc1ccc([N+](=O)[O-])cc1 (centres undefined)
  -6, 0.0, -0.3, 0
O=C(Cc1ccc(N2CCC(NCc3ccccc3)CC2)cc1)N1CCC(O)CC1
  -11, 0.0, -0.9, -12
Cc1ccc2nc(-c3ccccc3)cc(C(=O)Nc3ccc(Oc4ccc5ccccc5c4)cc3)c2c1
  1, 0.5, -1.2, 3
O=C(Nc1cccc2ncccc12)c1ccc(N2CCOCC2)c([N+](=O)[O-])c1
  8, 0.1, 0.3, 12
NC(=O)NNC(=O)Nc1cccc(Cl)c1
  -1, -0.3, -1.4, 0
COc1c(C(=O)NCc2ccco2)cc2ccccc2c1Br
  -10, 0.2, 1.6, 15
C=COCCNC(=O)C(=O)NCc1ccccc1
  0, 0.1, 0.3, -1
Cc1ccccc1CN1CCN(Cc2cccc3c2OCO3)CC1CCO (centres undefined)
  8, -0.2, 1.8, -2
Cc1ccc(OCCCC(=O)Nc2ccc(S(=O)(=O)Nc3nccs3)cc2)cc1
  1, 0.3, -0.6, 5
Cc1ccccc1NC(=O)Cn1cnc2c1c(=O)n(C)c(=O)n2C
  -7, 0.2, 1.3, 1
CC1CCCCN1S(=O)(=O)c1ccc(C(=O)Nc2nc3c(s2)CSc2ccccc2-3)cc1 (centres undefined)
  7, 0.0, -1.2, 10
CSc1cccc(NC(=O)N2CCN(c3ccc(C)nn3)CC2)c1
  4, 0.2, 5.6*, 1
O=c1oc(-c2cccc(Br)c2)nc2ccc(O)cc12
  2, -0.1, -4.8, 22

# Reprinted from the part before: 2 entries, followed by the next part.
# Fields – TEAD-YAP inh, FBW7 activator, GPR151 ag, MITF primary
CSc1cccc(NC(=O)N2CCN(c3ccc(C)nn3)CC2)c1
  4, 0.2, 5.6*, 1
O=c1oc(-c2cccc(Br)c2)nc2ccc(O)cc12
  2, -0.1, -4.8, 22
O=C1NC(=S)S/C1=C/c1ccc(Cl)nc1
  -5, 0.0, -1.7, -5
CC1=NCCN1S(=O)(=O)c1cc(Cl)c(Cl)cc1Cl
  2, -0.1, -0.2, -12
C[C@H]1[C@H](C)CC[C@]2(C(=O)O)CC[C@]3(C)C(=CC[C@@H]4[C@@]5(C)C[C@@H](O)[C@H](O)[C@@](C)(CO)[C@@H]5[C@H](O)C[C@]43C)[C@H]12
  3&-3, 0.2&0.4, 1.0&-0.7, 9&-16
CCCc1cc(OC)c2c(c1)OCO2
  -1, 0.1, -1.6, 11
Cc1cc(-c2ccccc2)nc2cc(C(=O)Nc3cc(Oc4ccc(O)cc4)cc([N+](=O)[O-])c3)nn12
  -2, 0.3, 0.1, -3
Cc1cc(CNC(=O)Nc2cccc([N+](=O)[O-])c2)nn1C
  -5, 0.2, 0.2, -2
O=C(NCCC1=CCCCC1)c1cnc2n(c1=O)CCS2
  -36, -0.1, 0.6, -4
COc1ccc(-c2cc(=O)oc3cc(OC)ccc23)cc1
  -11, 0.4, -0.6, 4
C=CCN1C(=O)C2(c3ccccc31)c1c(oc3ccccc3c1=O)C(=O)N2CCCOC (centres undefined)
  -9, 0.0, -1.1, 0
CC1=C(C(=O)OCCc2ccccc2)C(c2cc3c(cc2Cl)OCO3)C2=C(CC(c3ccccc3)CC2=O)N1 (centres undefined)
  -3, 0.0, 0.6, -8
O=C(NCc1cccs1)c1ccc(NC(=O)c2ccc(=O)[nH]c2)cc1
  6, 0.6, -0.6, 3
COc1ccc(/C=C/C(=O)Nc2ccc3nc4n(c(=O)c3c2)CCCCC4)cc1OC
  -14, -0.5, 1.0, 35
